# Source: PubChem BioAssay
# aSyn tox rescue: qHTS of alpha-syn Inhibitors: NCGC Sytravon Library Screen. S. cerevisiae alpha-synuclein toxicity rescue, BacTiter-Glo growth, 24 h. Potency, µM (series often up to 46.1 µM), inactives show at the top dose growth rescue (activation), hits mostly activators. hit rate 0.02% among 94,000. AID 1347070, 2019; active = well fitted activation curve with a large enough effect; also: 0% is about no effect
#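 Growth restoration measured by BacTiter-Glo luminescence after 24 hr at 30 deg C; alpha-synuclein yeast, raffinose-pregrown to mid-log, were added at OD600=0.02 in galactose medium onto pinned compounds.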
# Active calls of the source: *; [ ] = dose if it differs, or a comment. Potency is read from the fitted curve at half-maximal effect. Only part of the results is shown; count on the stated rates, not on these rows.
SMILES	aSyn tox rescue
O=C(Cc1cccc(C(F)(F)F)c1)Nc1ccc(S(=O)(=O)N2CCCC2)cc1	7%
CCCN(C(=O)C1CCN(S(=O)(=O)c2c(C)noc2/C=C/c2ccc(C)cc2)CC1)c1ccccc1F	3%
Cc1cc(C)cc(-n2c(SCC(=O)Nc3cccc(F)c3)nc3c([nH]c4ccccc43)c2=O)c1	7%
CC1=C(C(=O)NCc2ccc3c(c2)OCO3)C2(CCC(C)CC2)OC1=O (configuration not stated)	7%
CN(C)S(=O)(=O)c1cc(NC(=O)c2ccc(-n3ccnc3)c([N+](=O)[O-])c2)ccc1Cl	4%
CCC(=O)N1CCc2cc(S(=O)(=O)NC(C(=O)NCc3ccccc3Cl)C(C)C)ccc21 (configuration not stated)	-4%
Cc1ccc(C)c(S(=O)(=O)Nc2ccc(C(=O)NCCCN(C)C)cc2)c1	5%
CCOc1cc(NCCN2CCOCC2)c([N+](=O)[O-])cc1OCC	-5%
CCOC(=O)N1CCN(C(=O)COC(=O)CNC(=O)c2ccc(Cl)cc2Cl)CC1	-2%
CC1(c2ccc(Cl)cc2Cl)NC(=O)N(CC(=O)Nc2cccnc2Cl)C1=O (configuration not stated)	-2%
CCCOCC(O)CCc1n[nH]c(=S)n1-c1ccccc1 (configuration not stated)	2%
N#Cc1c(Nc2ccccc2)c(C=O)c[nH]c1=O	-1%

# Given field by field: entries from further up.
> Cc1ccc(C)c(S(=O)(=O)Nc2ccc(C(=O)NCCCN(C)C)cc2)c1
  aSyn tox rescue: 5%

> CC1(c2ccc(Cl)cc2Cl)NC(=O)N(CC(=O)Nc2cccnc2Cl)C1=O (configuration not stated)
  aSyn tox rescue: -2%

# Next section.
SMILES	aSyn tox rescue
COc1ccccc1NC(=S)N1CCN(c2nc(-c3ccccc3)cs2)CC1	5%
Cc1nn2c(=O)cc(COC(=O)c3cccc(NC(=O)CCc4ccccc4)c3)nc2s1	1%
O=C(/C=C/c1ccc(F)cc1)NC(=S)N1CCCCC1c1cccnc1 (configuration not stated)	-3%
CC1=C(Cl)C2=NS(=O)(=O)CCN2C=C1Cl	-1%
O=C(Nc1ccc2nc(SCC(=O)N3CCc4ccccc43)sc2c1)c1ccccc1F	-12%
CCc1nn(CC(=O)NCc2ccc(C)cc2)c(=O)c2cc3occc3n12	-4%
CCc1ccccc1NC(=O)C1CCN(c2nc3ccccc3[nH]2)CC1	1%
C=CCOc1ccn(C)c(=O)n1	-10%
OCCNc1nc(Nc2ccc(Br)cc2)nc2ccccc12	1%
Cc1ccc(Cl)cc1NC(=O)c1cccc(NC(=O)N2CCSc3ncccc32)c1	5%
COC(=O)/C(C#N)=C/N(C)C	-2%
COc1ccc(Cl)cc1NC(=O)CN1C(=O)CSc2ccc(S(=O)(=O)N3CCCC3)cc21	-5%
CCc1cccc(C)c1NC(=O)Cn1cc2c(n1)CCCCC2	6%
COc1ccc(OC(=O)CSc2nnc(-c3ccc(F)cc3)o2)cc1	-35%[inhibitor]
Cc1ccc(NC(=O)C2CCCN(S(=O)(=O)c3ccc4c(c3)CCCC(=O)N4)C2)cc1N(C)C (configuration not stated)	8%
CCOC(=O)c1c(SCC(=O)Nc2cccc(C)c2C)nc(=O)[nH]c1C	0%
CCOC(=O)c1c(C)n(-c2ccccc2)c2ccc(OC(=O)c3ccccc3Cl)cc12	5%
Cc1ccccc1OCCOC(=O)c1nc2nccc(C)n2n1	6%
Cc1nc(N2CCOCC2)c2c(C)c(C(=O)Nc3ccccc3C(F)(F)F)sc2n1	-3%
O=C(COC(=O)C1CCN(S(=O)(=O)c2ccc3c(c2)OCCO3)CC1)NC1CCS(=O)(=O)C1 (configuration not stated)	-7%
Brc1ccccc1C1=Nn2c(nnc2-c2ccco2)SC1	-7%
O=C1CC(c2ccccc2)Cc2[nH]c(=O)c(C(=O)Nc3cccc(F)c3)cc21 (configuration not stated)	-5%
Cc1ccc(S(=O)(=O)C(CNC(=O)c2ccccc2F)c2cccs2)cc1 (configuration not stated)	5%
CC(=O)Nc1cccc(-c2nc3ccccc3[nH]2)c1	1%
CSc1ccc(CN(C)C(=O)c2cc3ccccc3o2)cc1	12%
CC1CCCC(NC(=O)c2cccc(S(=O)(=O)N3CCOCC3)c2)C1C (configuration not stated)	-3%
CCOC(=O)N1CCC(NC(=O)c2ccc3c(c2)N(Cc2ccc(Cl)cc2)C(=O)c2ccccc2S3(=O)=O)CC1	3%
Cc1cccc(/C=N/NC(=O)Cn2nccc2C)n1	-4%
Cc1ccc(-c2c[n+]3c(n2-c2ccccc2)SCC3)cc1	-1%
COc1ccc(-n2nnc3c(=O)n(CC(=O)N4CCC(C)CC4)cnc32)cc1	-6%
Cc1ccccc1-c1nc(CS(=O)CC(=O)NCCc2ccc(Cl)cc2)c(C)o1 (configuration not stated)	-2%
CC(=O)c1c(C)[nH]c(C(=O)Nc2cccc(C#N)c2)c1C	-5%
O=C1CSC(c2cccnc2)N1Cc1ccc(Cl)cc1 (configuration not stated)	5%
CN(CC1CCCO1)S(=O)(=O)c1ccc(C(=O)Nc2nccs2)cc1 (configuration not stated)	5%
COc1cc(NC(N)=S)c(OC)cc1Cl	-4%
Cc1c(C(=O)NCCCN2CCCC2=O)oc2c(Cl)cccc12	6%
O=C(CNC(=O)c1ccccc1F)NCc1cccnc1	8%
COc1ccc2c(CNCCc3cccs3)c(C(=O)O)n(Cc3cccc(F)c3)c2c1	6%
Nc1nc(CSC(=S)N2CCN(c3ccccc3)CC2)nc(Nc2ccc(F)cc2)n1	-1%
CCC(=O)C1=C(c2ccc(C)cc2)N(C(=O)CC)n2c(nnc2C2CCCCC2)S1	1%
O=C(CCc1ccccn1)NC1CCCc2c1cnn2-c1ccc(F)cc1F (configuration not stated)	7%
Cc1ccc(S(=O)(=O)N2CCN(Cc3ccc4c(c3)OCO4)CC2)cc1	-6%
O=C(Nc1cccc2ccccc12)NC1Cc2ccccc2C1	3%
COc1cccc(NC(=O)CSCn2nnc3c(=O)[nH]c(Cc4ccc(F)cc4)nc32)c1	6%
S=C(NCCCN1CCOCC1)Nc1ccc(Nc2ccccc2)cc1	7%
COC(=O)c1ccc(NC(=O)CCc2c(C)nn(-c3ccc(N4CCCCC4)nn3)c2C)cc1	-3%
COc1cc(C(=O)Oc2cccc(/C=N/NC(=O)c3cc(C)[nH]n3)c2)cc(OC)c1OC	3%
O=C(CC1C(=O)NCCN1CC1CCCCC1)NCc1ccc(F)cc1F (configuration not stated)	-10%

# More results follow.
canonical_smiles,aSyn tox rescue
Cc1cccn2c(=O)c(C(=O)NCCc3ccc(Cl)cc3)cnc12,3%
CCOc1ccc(S(=O)(=O)NCc2cccn2Cc2cccc(C)c2)cc1,-12%
C=CCN(CC=C)C(=O)C1c2ccccc2Oc2ccccc21,3%
CCc1ccc(Nc2ncnc3c2cnn3-c2cc(Cl)ccc2C)cc1,-20%
Cc1nccn1CCC(=O)Nc1ccc(Cl)cc1,1%
O=C(N/C(=C\c1ccco1)C(=O)N1CCCC1CO)c1ccccc1 (configuration not stated),0%
CCCCN(c1ccccc1)S(=O)(=O)c1cc2c3c(c1)C(C)C(=O)N3CCC2 (configuration not stated),5%
CCc1ccc(C2C(C(=O)Nc3ccc(Cl)cc3)=C(C)Nc3ncnn32)cc1 (configuration not stated),1%
O=C1CC(c2cccc(Br)c2)C2=C(COC2=O)N1 (configuration not stated),-9%
CCCCN(CC)C(=O)CSc1nc2ccccc2c(=O)n1Cc1ccco1,-11%
C/C(=N\NC(=S)NC1CCCCC1)c1ccc(C#N)cc1,-8%
Cc1ccc(CCNC(=O)c2cc3c(s2)-c2ccccc2OC3)cc1,-9%
Cc1cccc(C)c1-n1cccc1/C=C1\SC(=S)N(c2cccc(C(=O)O)c2)C1=O,-57%[inhibitor]
CC(C)(C)C(=O)Nc1ccc(C(=O)COC(=O)C2CC2)cc1,3%
COc1ccc(NC(=O)CNS(=O)(=O)c2cccs2)c(OC)c1,2%
CCN(CC)S(=O)(=O)c1cccc(NC(=O)COC(=O)/C=C/c2cccs2)c1,-9%
Cc1cccc(N2CCN(C(=O)Cn3c(=O)c4cccn4c4ccc(F)cc43)CC2)c1C,-6%
COc1ccccc1CNC(=O)c1ccc2nc(-c3ccccc3)c(-c3ccccc3)nc2c1,0%
Cc1ccc(NC(=O)Cn2cc(S(=O)(=O)c3ccc(F)cc3)c(=O)c3cc4c(cc32)OCO4)cc1,6%
CN(CC(=O)NCCc1ccc(F)cc1)CC(=O)Nc1ccc(F)c(F)c1F,-1%

# Reformatted: four of the compounds above.
> COc1ccc(NC(=O)CNS(=O)(=O)c2cccs2)c(OC)c1
  aSyn tox rescue = 2%

> CCN(CC)S(=O)(=O)c1cccc(NC(=O)COC(=O)/C=C/c2cccs2)c1
  aSyn tox rescue = -9%

> Cc1cccc(N2CCN(C(=O)Cn3c(=O)c4cccn4c4ccc(F)cc43)CC2)c1C
  aSyn tox rescue = -6%

> COc1ccccc1CNC(=O)c1ccc2nc(-c3ccccc3)c(-c3ccccc3)nc2c1
  aSyn tox rescue = 0%

# (listing goes on)
canonical_smiles,aSyn tox rescue
CCN(CC)S(=O)(=O)c1ccc(NS(=O)(=O)c2ccc3oc(=O)[nH]c3c2)cc1,-1%
COc1ccc(CCNC(=O)Cn2cc(C(=O)c3ccccc3)c(=O)c3ccc(C)nc32)cc1OC,-5%
Cc1c(NC(=O)C(C)OC(=O)COc2ccccc2)c(=O)n(-c2ccccc2)n1C (configuration not stated),0%
COc1ccc(NC(=O)C[C@H]2C(=O)N(C3CCCCC3)C[C@@H]2c2ccc(OC)cc2)cc1,-8%
COC(=O)c1ccc(NC(=O)C(=O)NCC(c2cccnc2)N2CCc3ccccc32)cc1 (configuration not stated),9%
CCCCCC(=O)N1C[C@@H](n2cc(COC(=O)c3ccccc3)nn2)[C@H](O)C[C@@H]1c1ccc(Cl)cc1,-6%
Cc1ccc2oc(-c3ccc(Cl)c(NC(=O)c4ccc(OC(C)C)cc4)c3)nc2c1,7%
OCCCNc1ncnc2sc(-c3ccccc3)cc12,5%
CNS(=O)(=O)c1cn(CC(=O)N2CCN(c3ccc(OC)cc3)CC2)cc1S(=O)(=O)NC,-3%
COc1ccc(CCNC(=O)c2ccc(Cn3c(SCC(=O)NCCC(C)C)nc4cc5c(cc4c3=O)OCO5)cc2)cc1OC,-4%
CCC(C)NC(=O)Cn1c(=O)n(Cc2ccc(C(=O)NCc3ccc(C)cc3)cc2)c(=O)c2ccccc21 (configuration not stated),4%
N#CCC(=O)N/N=C/c1ccc(Cl)cc1,9%
CCN1CCN(c2ccc(S(=O)(=O)N3CCOCC3)cc2NC(=O)/C=C/c2ccc(OC)c(OC)c2)CC1,4%
CCC(C)NC(=S)N1CCN(C)CC1 (configuration not stated),-3%
COc1ccc(NC(=O)C2=C(C)Nc3ncnn3C2c2sccc2C)cc1 (configuration not stated),-1%
CCN1CCCC1CNC(=O)c1ccc2c(c1)NC(=O)/C(=C\c1ccccc1Cl)S2 (configuration not stated),5%
COc1cc2ccccc2cc1C(=O)N1CC(C)OC(C)C1 (configuration not stated),8%
CCN(CC)c1ccc(CN(C(=O)Cc2coc3ccc(C)cc23)C2CCS(=O)(=O)C2)cc1 (configuration not stated),-1%
Cc1cc(C)c2sc(NC(=O)C3CC3)nc2c1,10%
O=C(O)/C=C/C(=O)NC1CCS(=O)(=O)C1 (configuration not stated),-7%
CCCCn1c(C(C)NC(=O)CCC)nc2ccccc21 (configuration not stated),0%
CSc1cccc(NC(=S)Nc2cc(C)ccc2C)c1,-1%
CCOc1ccc(CC(=O)NCCc2csc(-c3ccc(C(F)(F)F)cc3)n2)cc1,-3%
Cc1nn2c(-c3ccco3)ccnc2c1-c1ccc(Cl)cc1,1%
COc1cccc(C(=O)NCc2nc(-c3ccccc3)no2)c1OC,-2%
N#Cc1c(NC(=O)c2ccc(N3CCOCC3)c([N+](=O)[O-])c2)sc2c1CCCC2,1%
O=C(NCc1ccco1)Nc1cccc([N+](=O)[O-])c1,5%
Cc1ccc(-n2nc(C(=O)O)cc2-c2ccc(Cl)cc2)cc1,-12%
COc1cccc(-n2c(SCC(=O)c3ccc(Cl)cc3)nc3c([nH]c4ccccc43)c2=O)c1,-5%
CCN1C(=O)[C@H]2[C@@H](c3ccc(C(F)(F)F)cc3)N[C@]3(CCCN(Cc4ccc(OC)cc4)C3=O)[C@H]2C1=O,-3%
Cc1sc2c(c1C)c(=O)n(-c1ccc(Cl)cc1)c(=O)n2Cc1cc(=O)n2cc(Br)ccc2n1,-5%
CSc1ccc(CNC(=O)c2sc3ncnc(N(C)C4CCCCC4)c3c2C)cc1,2%
O=C(Sc1nnc(-c2ccccc2)o1)N1c2ccccc2Sc2ccccc21,4%
CCC(=O)N1CCc2cc(Br)cc(S(=O)(=O)CCC(=O)N3CCN(c4ccccc4F)CC3)c21,-1%
COC(=O)c1cc(S(=O)(=O)NCc2ccc(F)cc2)cn1C,9%
Cc1ccc(CNC(=O)c2nc(SCc3ccc(F)cc3)ncc2Cl)cc1,5%
COc1ccccc1N1CCN(S(=O)(=O)CCNC(=O)C(C)Oc2ccccc2)CC1 (configuration not stated),2%
O=C(NCC1CC1)Nc1cccc(C(F)(F)F)c1,-13%
CC(C)CCn1c(=O)c2sccc2n2c(CCCC(=O)NC3CCC(C)CC3)nnc12 (configuration not stated),-12%
Cn1c(=O)c2c(nc(NCCNC(=O)c3ccco3)n2Cc2ccccc2F)n(C)c1=O,8%
O=C(O)c1ccc(NC(=O)c2ccco2)c(NC(=O)c2ccco2)c1,-5%
